Screens deposited in PubChem BioAssay by National Center for Advancing Translational Sciences (NCATS).
p53ts 39C tox: qHTS Screen for Compounds that Selectively Target Cancer Cells with p53 Mutations: Cytotoxicity of p53ts Cells at the Nonpermissive Temperature | AID 902, 2007 | Potency, µM (doses to about 46.1 µM), without a hit: at the top dose activity change, negative = cell killing, most hits filed as cytotoxic | H1299-p53A138V viability at 39C, ATP luminescence, 24 h | actives 1.5% (n = 130,000); also: nearly all actives have a fitted effect of over 55% in size
p53ts 32C kill: qHTS Screen for Compounds that Selectively Target Cancer Cells with p53 Mutations: Cytotoxicity of p53ts Cells at the Permissive Temperature. H1299-p53A138V at 32C, ATP luminescence viability, 24 h. Potency, µM (top dose mostly 46.1 µM), for inactives: at the highest dose activity change, negative = cytotoxicity, most hits filed as cytotoxic. actives 0.93% (n = 130,000). AID 924, 2007;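 also: 0% = DMSO and -100% = full killing by reference compound; nearly all actives have a fitted effect of over 55% in size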
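ATP-content luminescence (ATPlite) read-out after 24 h compound exposure at 32C in H1299-p53A138V cells (600/well). Tested up to 46 uM. Normalized to DMSO (0%) and 100 uM tamoxifen (100% killing); Hill-fit AC50.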
IkB signaling: IkB Signaling | ABC-DLBCL IkBa-CBG/CBR dual luciferase ratio, 4 h; response scale: scaled: untreated 0%, proteasome inhibitor 100% | Potency, µM (top dose mostly 57.1 µM), for inactives: at the highest dose IkBa stabilization activation | actives 0.04% (n = 110,000) | AID 445, 2006; active = well fitted curve in the direction sought with a large enough effect in the signal ratio, not every such curve was filed as active; inconclusive = small, poorly fitted or top-dose-only effect, or a change in a side signal; the % refers to the signal ratio;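 also: the direction sought is a rising ratio; 0% = basal untreated cells and 100% = reference inhibitor full response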
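In this assay, an IκBα–CBG68 fusion accumulates when IKK-driven degradation is blocked; native CBR normalizes for cell number. OCI-Ly3 cells were treated 4 h with compound and doxycycline, then green and red light read after Chroma-Glo addition.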
Imprint erasure: qHTS Assay for Compounds that Induce Erasure of Genomic Imprints | AID 1948, 2009 | mouse ES Peg3-LacZ reporter, beta-gal luminescence, 40 h | actives 0.02% (n = 110,000) | Potency, µM (series often up to 60.7 µM), for the others: at the highest dose activity change, positive = activation, hits mostly activators;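 also: 0% = negative control wells on the plate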
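Each well holds 300 Peg3LacZ-Neo (maternal) female ES cells incubated 40 h at 37C, 5% CO2. LacZ is measured by BetaGlo luminescence, with AC50 and maximum efficacy derived from dose-response curves.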
* marks the source's active call; other numbers are inactive results; [ ] = another dose, or the depositor's remark. Unless noted, calls follow the shape of the dose curve; as a rule, active = well fitted curve in the direction sought with a large enough effect; inconclusive = small, poorly fitted or top-dose-only effect, or another doubt; inactive = no such curve, though single readings can be large; an effect the other way counts as inactive or inconclusive. Unless noted, % is scaled to controls: 0 for no effect and ±100 for the full control effect; potency is read from the fitted curve at half-maximal effect.

How did Cc1ccc2oc(C(=O)Nc3c(C(=O)Nc4cccc(Cl)c4)oc4ccccc34)cc(=O)c2c1 do in these assays?
p53ts 39C tox: 19%; p53ts 32C kill: 5%; IkB signaling: 0.2%; Imprint erasure: -1%[10.9 µM]

What do the screens show for `CCOC(=O)c1c(-c2ccccc2)oc2ccc(OCc3ccc(C)cc3)cc12`?
p53ts 39C tox: 22%; p53ts 32C kill: -7%; IkB signaling: 5.8%; Imprint erasure: -11%[10.9 µM]

How did Cc1ccc2[nH]c(=O)c(CN(CCCN3CCOCC3)C(=O)Nc3cccc(Cl)c3)cc2c1 do in these assays?
p53ts 39C tox: inconclusive; p53ts 32C kill: 12%; IkB signaling: inconclusive; Imprint erasure: -24%

How did Cn1cccc1Cc1nnc(SCC(=O)NCC2CCCO2)n1CCc1ccccc1 (stereo unspecified) do in these assays?
p53ts 39C tox: 8%; p53ts 32C kill: 4%; IkB signaling: -1.1%; Imprint erasure: -11%

What do the screens show for `COc1ccc(NS(=O)(=O)c2cc(C)ccc2C)cc1`?
p53ts 39C tox: 0%; p53ts 32C kill: 16%; IkB signaling: 1.0%; Imprint erasure: -13%

How did CCn1cc(C(=O)NCC2CCCO2)c(=O)c2cc(S(=O)(=O)N(C)C)ccc21 (stereo unspecified) do in these assays?
p53ts 39C tox: 0%; p53ts 32C kill: -4%; IkB signaling: -0.1%; Imprint erasure: -11%

How did CC(=O)OC[C@@H]1O[C@@H](O/N=C2/C[C@@H](O)[C@@H](O)[C@@H]3[C@@H]4C(=O)N(Cc5ccccc5)C(=O)[C@H]4CC[C@H]23)[C@H](OC(C)=O)[C@H](OC(C)=O)[C@@H]1OC(C)=O do in these assays?
p53ts 39C tox: 0%[9.22 µM]; p53ts 32C kill: 4%[9.22 µM]

Results for CC(C)Oc1cccc(C2CC(=O)Nc3cc4c(cc32)OCO4)c1 (stereo unspecified) ?
p53ts 39C tox: inconclusive; p53ts 32C kill: 6%; IkB signaling: 21%; Imprint erasure: -16%[10.9 µM]

How did Cc1cc(C(=O)CSc2nncs2)c(C)n1-c1c(C)n(C)n(-c2ccccc2)c1=O do in these assays?
p53ts 39C tox: -16%; p53ts 32C kill: 8%; IkB signaling: 0.1%; Imprint erasure: -1%

How did COc1ccc(C(=O)CSc2nnc(-c3ccc(C)cc3)o2)cc1 do in these assays?
p53ts 39C tox: -10%; p53ts 32C kill: 5%; IkB signaling: -0.1%; Imprint erasure: -4%

How did O=C(NCc1ccccc1)c1ccc2c(c1)N(Cc1ccccc1F)C(=O)c1ccccc1S2=O (stereo unspecified) do in these assays?
p53ts 39C tox: -8%; p53ts 32C kill: 15%; IkB signaling: 0.3%; Imprint erasure: -10%[10.9 µM]

How did COc1ccc(-c2nc3sc(CCNC(=O)C(=O)Nc4ccc(C)c(F)c4)c(C)n3n2)cc1 do in these assays?
p53ts 39C tox: -20%; p53ts 32C kill: 2%; IkB signaling: inconclusive; Imprint erasure: 6%[10.9 µM]

What do the screens show for `Cc1ccccc1-c1noc(CSc2nc3ccccc3[nH]2)n1`?
p53ts 39C tox: 5%; p53ts 32C kill: -10%; IkB signaling: 5.0%; Imprint erasure: -9%[10.9 µM]

Results for CCCN1CCN(CCCNC(=O)c2ccc3c(c2)sc2nc(-c4ccc(OC)cc4)cn23)CC1 ?
p53ts 39C tox: -18%; p53ts 32C kill: 1%; IkB signaling: inconclusive; Imprint erasure: 5%[10.9 µM]

Results for O=C(COC(=O)CCc1c[nH]c(=O)[nH]1)Nc1cccc(Cl)c1 ?
p53ts 39C tox: -2%; p53ts 32C kill: 6%; IkB signaling: 3.1%; Imprint erasure: 7%

What do the screens show for `COc1ccc(N(C)C(=O)Cn2cc(S(=O)(=O)N3CCN(c4ccccc4F)CC3)c3ccccc3c2=O)c(OC)c1`?
p53ts 39C tox: -7%; p53ts 32C kill: 21%; IkB signaling: inconclusive; Imprint erasure: -8%[10.9 µM]

How did Cc1c(OCc2nn[nH]n2)ccc2c3c(c(=O)oc12)CCCC3 do in these assays?
p53ts 39C tox: -2%; p53ts 32C kill: -1%; IkB signaling: -4.3%; Imprint erasure: -8%

How did CC(=O)Nc1nc(-c2ccccc2)ns1 do in these assays?
p53ts 39C tox: 5%; p53ts 32C kill: -13%

How did CC1Cc2nc(SCC(=O)Nc3ccc4c(c3)OCO4)n(CCc3ccccc3)c(=O)c2S1 (stereo unspecified) do in these assays?
p53ts 39C tox: 10%; p53ts 32C kill: 9%; IkB signaling: -1.7%; Imprint erasure: -14%

What do the screens show for `O=C(c1ccccc1Oc1nnnn1-c1ccccc1)N1CCOCC1`?
p53ts 39C tox: 9%; p53ts 32C kill: 5%; IkB signaling: -0.5%; Imprint erasure: 11%

The last four compounds of the section before open the next one.
How did Cc1c(OCc2nn[nH]n2)ccc2c3c(c(=O)oc12)CCCC3 do in these assays?
p53ts 39C tox: -2%; p53ts 32C kill: -1%; IkB signaling: -4.3%; Imprint erasure: -8%

How did CC(=O)Nc1nc(-c2ccccc2)ns1 do in these assays?
p53ts 39C tox: 5%; p53ts 32C kill: -13%

How did CC1Cc2nc(SCC(=O)Nc3ccc4c(c3)OCO4)n(CCc3ccccc3)c(=O)c2S1 (stereo unspecified) do in these assays?
p53ts 39C tox: 10%; p53ts 32C kill: 9%; IkB signaling: -1.7%; Imprint erasure: -14%

What do the screens show for `O=C(c1ccccc1Oc1nnnn1-c1ccccc1)N1CCOCC1`?
p53ts 39C tox: 9%; p53ts 32C kill: 5%; IkB signaling: -0.5%; Imprint erasure: 11%

Results for CC(C)OCCCNC(=O)CN1C(=O)c2cccnc2Sc2ccccc21 ?
p53ts 39C tox: -27%; p53ts 32C kill: -3%; IkB signaling: 1.2%; Imprint erasure: 6%[10.9 µM]

What do the screens show for `O=C(COC(=O)C1CCN(S(=O)(=O)c2cccs2)CC1)c1cc2ccccc2o1`?
p53ts 39C tox: 3%; p53ts 32C kill: 8%; IkB signaling: inconclusive; Imprint erasure: -11%

Results for CCc1ccccc1N1C(=O)N(Cc2cccc(Cl)c2)c2ccccc2S1(=O)=O ?
p53ts 39C tox: -22%; p53ts 32C kill: 2%; IkB signaling: -1.2%; Imprint erasure: 16%[10.9 µM]

What do the screens show for `CCC(C)(C(=O)NC1CCCC1)N(Cc1ccco1)C(=O)c1ccccn1` (stereo unspecified)?
p53ts 39C tox: -17%; p53ts 32C kill: 1%; IkB signaling: -1.0%; Imprint erasure: -10%

Results for Cc1onc(-c2ccccc2Cl)c1C(=O)Nc1cccc2cccnc12 ?
p53ts 39C tox: 9%; p53ts 32C kill: 15%; IkB signaling: inconclusive; Imprint erasure: -19%

Results for CC(C)Cc1nn2c(=O)cc(COC(=O)c3cccc(NC(=O)c4ccccc4)c3)nc2s1 ?
p53ts 39C tox: -13%; p53ts 32C kill: 3%; IkB signaling: inconclusive; Imprint erasure: 10%[10.9 µM]

Results for COC(=O)c1ccc(C(NC(=O)OCc2ccccc2)/C(=C/[C@@H](C)C(=O)NCc2ccc(OC)c(OC)c2)c2cccnc2)cc1 (stereo partly specified) ?
p53ts 39C tox: -3%; p53ts 32C kill: 12%; Imprint erasure: -9%

What do the screens show for `COc1ccc(-c2nc3ncccn3c2Nc2ccc3c(c2)OCCO3)cc1`?
p53ts 39C tox: 3%; p53ts 32C kill: -1%; IkB signaling: -1.6%; Imprint erasure: -5%

What do the screens show for `CCc1nn(CC(=O)NCc2ccccc2Cl)c(=O)c2cc3ccccc3n12`?
p53ts 39C tox: inconclusive; p53ts 32C kill: 3%; IkB signaling: 1.5%; Imprint erasure: 9%[10.9 µM]

What do the screens show for `COc1ccc(-c2nc(CN3CCC(C(=O)NCc4ccccc4)CC3)c(C)o2)cc1OC`?
p53ts 39C tox: 21%; p53ts 32C kill: 6%; IkB signaling: -0.3%; Imprint erasure: -14%[10.9 µM]

What do the screens show for `CC(c1ccccc1)n1cc(C(=O)NCc2cccnc2)nn1` (stereo unspecified)?
p53ts 39C tox: 2%; p53ts 32C kill: 7%; IkB signaling: -1.0%; Imprint erasure: -2%

How did COc1ccc(CCN2C(=O)c3oc4cc(C)cc(C)c4c(=O)c3C2c2ccc(F)cc2)cc1OC (stereo unspecified) do in these assays?
p53ts 39C tox: -8%; p53ts 32C kill: 7%; IkB signaling: 0.6%; Imprint erasure: -8%[10.9 µM]

How did CC(=O)Nc1nonc1NC(=O)CSc1ccccn1 do in these assays?
p53ts 39C tox: 5%; p53ts 32C kill: 23%; IkB signaling: -0.5%; Imprint erasure: 9%

How did CCCCN(CCCC)c1ncnc2c1cnn2-c1cccc(C)c1 do in these assays?
p53ts 39C tox: -4%; p53ts 32C kill: 8%; IkB signaling: -2.1%; Imprint erasure: 4%[10.9 µM]

How did CCN(CC)C(=O)CSc1nnc(-c2cccc(OC)c2)o1 do in these assays?
p53ts 39C tox: -2%; p53ts 32C kill: -11%; IkB signaling: -0.8%; Imprint erasure: -46%[inhibitor]

How did CC(C)OCCCNC(=O)c1c2c(nc3ccccc13)C(=O)N(C1CCCCC1)C2 do in these assays?
p53ts 39C tox: -7%; p53ts 32C kill: 5%; IkB signaling: -0.4%; Imprint erasure: -8%[10.9 µM]

How did CCOC(=O)COc1ccc(C2C(C(=O)OC)=C(C)NC3=C2C(=O)c2ccccc23)cc1Cl (stereo unspecified) do in these assays?
p53ts 39C tox: -24%; p53ts 32C kill: -14%; IkB signaling: inconclusive; Imprint erasure: -8%[10.9 µM]

What do the screens show for `Cc1ccc(S(=O)(=O)N2CCC(C(=O)Nc3nnc(-c4ccco4)s3)CC2)cc1`?
p53ts 39C tox: -1%; p53ts 32C kill: -6%; IkB signaling: 1.0%

What do the screens show for `CCOC(=O)C1CCN(c2nc3c(S(=O)(=O)c4ccc(Br)cc4)nnn3c3ccsc23)CC1`?
p53ts 39C tox: 2%; p53ts 32C kill: 5%; IkB signaling: inconclusive; Imprint erasure: -15%[10.9 µM]

Results for O=C(c1cc2nc(-c3ccco3)cc(C(F)(F)F)n2n1)N1CCN(c2ccccc2)CC1 ?
p53ts 39C tox: 11%; p53ts 32C kill: 4%; IkB signaling: -3.3%; Imprint erasure: -17%

How did Cc1cc(C)cc(N2C(=O)C3C4C=CC(C4)C3C2=O)c1 (stereo unspecified) do in these assays?
p53ts 39C tox: -4%; p53ts 32C kill: 3%; IkB signaling: -0.3%; Imprint erasure: -2%

How did Cc1cccc(NC(=O)c2ccc(N(Cc3ccccc3)S(C)(=O)=O)cc2)c1 do in these assays?
p53ts 39C tox: -19%; p53ts 32C kill: 8%; IkB signaling: inconclusive; Imprint erasure: -11%[10.9 µM]
